Screens: PubChem, several laboratories
GPR55 beta-arrestin = selective activators of receptor GPR55 – imaging, U2OS cells, beta-arrestin-GFP redistribution, primary screen (AID 1961) | U2OS GPR55 beta-arrestin-GFP redistribution imaging; higher % means a stronger effect | one-dose activation, % at 10 µM; EC50 in µM for titrated hits | actives 0.048% (n = 290,000);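 active = activation above 40% with more than 50 cells counted in the well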;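 also: U2OS osteosarcoma cells stably expressing GPR55 and beta-arrestin-GFP; plate controls were DMSO negative control for no effect and LPI positive control for full effect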
KOR beta-arrestin-1 = kappa opioid receptor activators – cell-based, luminescence, uHTS, primary screen (AID 1777); actives 0.02% (n = 280,000); activation, % at 10 µM, or EC50 in µM where a hit was titrated; KOR beta-arrestin recruitment, luminescence; higher % means a stronger effect; in the data active = activation above about 50%, passing the limit was not always enough; also: a part of the inactive calls stands beside numbers as strong as those of hits
GPR55 antagonists = inhibition of LPI-stimulated GPR55 beta-arrestin translocation – imaging, U2OS, beta-arrestin-GFP, LPI agonist, primary screen (AID 2013). U2OS GPR55 beta-arrestin-GFP translocation imaging, LPI antagonism; higher % means a stronger effect. inhibition, % at 10 µM, or IC50 in µM where a hit was titrated. actives 0.13% (n = 290,000);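 active = spots per cell inhibited over 60%, with over 100 cells counted and total cytoplasm intensity under 500,000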;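 also: U2OS cells stably carrying GPR55 and arrestin-GFP stimulated by 5 µM LPI near EC80; imaged beta-arrestin-GFP aggregate spots per cell after agonist stimulation; plate controls were LPI-stimulated DMSO wells for no effect and DMSO wells without LPI for full effect; some results filed as inactive read as strong as hits; confirmed hits need IC50 under 10 µM and bright autofluorescent wells are also inconclusive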
KOR beta-arrestin-2 = kappa opioid receptor blockers – cell-based, luminescence, uHTS (AID 1778). KOR beta-arrestin recruitment, luminescence, antagonist mode; higher % means a stronger effect. one-dose inhibition, % at 10 µM; IC50 in µM for titrated hits. actives 0.091% (n = 290,000); in the data active = inhibition above about 50%; also: strong numbers were not always called active
MgcRacGAP inhibition = MgcRacGAP GTPase-activating activity inhibitors, confirmation, biochemical, ADP Hunter fluorescence. MgcRacGAP-stimulated Rac1 GTP hydrolysis, ADP Hunter fluorescence; higher % means a stronger effect; GST-tagged Rac1 F28L mutant substrate. inhibition, % at 30 µM, or IC50 in µM where a hit was titrated. actives 0.6% (n = 340,000);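 active = first-screen hits whose inhibition reached a set limit at any dose in the follow-up dose series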;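 also: fluorescence reports GDP produced by GAP-driven GTP hydrolysis; strong numbers were not always called active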
NTR1 ag = NTR1-driven beta-arrestin-GFP spot formation – imaging, U2OS cells, high content, primary screen (AID 493036). P30989. agonist mode. activation, % at 20 µM. actives 0.17% (n = 330,000);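 active = activation at or above 40% of the spot to cytoplasm intensity ratio, with at least 20 cells analyzed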;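 also: 0% = DMSO without peptide and 100% = 100 nM NTR1 peptide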
Target sequence (P30989 whole entry, looked up): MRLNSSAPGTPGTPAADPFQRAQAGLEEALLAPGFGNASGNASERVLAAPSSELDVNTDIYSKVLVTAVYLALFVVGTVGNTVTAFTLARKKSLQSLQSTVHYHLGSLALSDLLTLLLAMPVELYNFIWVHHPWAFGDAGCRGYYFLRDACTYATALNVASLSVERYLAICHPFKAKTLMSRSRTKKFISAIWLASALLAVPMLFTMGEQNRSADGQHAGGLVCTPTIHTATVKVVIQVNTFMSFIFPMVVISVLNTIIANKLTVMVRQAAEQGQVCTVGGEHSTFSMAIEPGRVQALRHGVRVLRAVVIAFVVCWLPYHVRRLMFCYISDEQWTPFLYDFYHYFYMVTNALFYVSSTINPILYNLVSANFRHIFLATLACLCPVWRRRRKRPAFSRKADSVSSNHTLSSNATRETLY
GPR35 arrestin U2OS = inhibition of zaprinast-stimulated GPR35 beta-arrestin translocation – imaging, U2OS, beta-arrestin-GFP, zaprinast agonist, primary screen (AID 2058) | U2OS GPR35 beta-arrestin-GFP translocation imaging, zaprinast antagonism; higher % means a stronger effect | inhibition, % at 10 µM, or IC50 in µM where a hit was titrated | actives 0.052% (n = 290,000);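 active = inhibition of at least 50% with at least 30 cells and total cytoplasm GFP at most 10,000,000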
NOD1 inhibition = inhibition of NOD1-driven NF-kB reporter – cell-based, luminescence, uHTS, primary screen (AID 1578). NOD1-driven NF-kB luciferase reporter cells, luminescence; higher % means a stronger effect. inhibition, % at 4 µM, or EC50 in µM where a hit was titrated. actives 1% (n = 290,000); in the data active = inhibition mostly above about 36%, no sharp cut-off; inactive = mostly below about 34%;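 also: HEK-293T reporter cells stimulated with the NOD1 agonist gamma-tri-DAP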
UTI89 phage lysis = protection from phage-mediated lysis, alamar blue read-out – E. coli UTI89, K1F phage, bacterial capsule biogenesis inhibitors (AID 488966) | inhibition, % at 100 µM; hits with a dose series show IC50 in µM | actives 0.02% (n = 340,000) | E. coli UTI89 K1F phage lysis, alamar blue, 2 h; higher % means a stronger effect;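 active = phage lysis inhibition, versus mean bacterial control, above a set limit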;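 also: capsule biogenesis inhibitors block K1F phage lysis so surviving cells raise fluorescence; higher fluorescence means more inhibition of phage lysis; actives were called in the ten point dose series up to 300 µM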
NTR1 ag cell count 20 µM = second read-out of NTR1 ag, no call of its own (marks repeat the call); cell count; measured here: cell count, cytotoxicity flag
Numbers without * were called inactive; · = no result given; [ ] = remark or other dose. This is a subset; the hit share may differ from the screen's.

SMILES	GPR55 beta-arrestin	KOR beta-arrestin-1	GPR55 antagonists	KOR beta-arrestin-2	MgcRacGAP inhibition	NTR1 ag	NTR1 ag cell count 20 µM	GPR35 arrestin U2OS	NOD1 inhibition	UTI89 phage lysis
Cc1[nH]n(-c2cccc(Cl)c2)c(=O)c1C=NCc1ccco1	-0.1%	-4.3%	0%	19%[20 µM]	5%	-0.4	38	3%	-48%	0.9%
C=CCN(c1cccc(C(F)(F)F)c1)S(=O)(=O)c1cccc(C(=O)OCC(=O)Nc2ccccc2)c1	-0.2%	0.9%	9%	·	7%	4.6	56	11%	15%	2.1%[50 µM]
[O-][n+]1ccc(C(O)c2ccccc2)cc1 (stereo not given)	-0.1%	-1.0%	-24%	-27%[20 µM]	4%	0.9	64	20%	-30%	-0.4%
COc1ccccc1CN(C)CC(=O)NC1CCCc2ccccc21 (stereo not given)	0.1%	-4.2%	5%	-18%	6%	-0.6	88	-7%	-19%	-0.3%
Cc1cc(Oc2ccccc2)nc(SCC(=O)Nc2ccc(Cl)c(Cl)c2)n1	-0.1%	2.7%	-12%	1%	7%	12	85	3%	20%	-0.3%
c1ccc(Nc2ncnc3[nH]ncc23)cc1	-0.1%	2.1%	-5%	18%	·	-0.5	51	2%	7%	·
COc1ccccc1OCC(=O)/C=C1/N(C)c2ccccc2C1(C)C	5.5µM*	0.9%	-8%	26%	-3%	4.4	45	9%	-6%	-0.3%
Cc1ccc(OCCN2C(=O)c3ccccc3C2=O)c([N+](=O)[O-])c1	0.7%	-0.9%	16%	35%	-4%	0.0	77	16%	-7%	-0.2%
Cc1[nH][nH]c(=O)c1C(c1cc2c(cc1Br)OCO2)c1c(C)[nH][nH]c1=O	0.1%	-0.7%	6%	-42%	2%	1.3	32	14%	-29%	-0.5%
CCOC(=O)c1[nH]c(C)c(C(=O)OCc2ccc(C)cc2)c1C	·	-4.3%	1%	6%	7%	-0.2	58	-12%	-32%	0.2%
CC(C)CCNC(=O)C(=O)Nc1cc2c3c(c1)CCC(=O)N3CCC2	-0.3%	0.7%	12%	-45%	9%	-0.5	54	-3%	-63%	0.7%
CCn1c(SCc2ccc(C#N)cc2)nnc1-c1cccc(Cl)c1	-0.1%	-3.1%	18%	10%	3%	1.8	56	-16%	-5%	2.4%
CN1CCN(CCCNC(=O)c2ccc(/C=C3\Oc4ccccc4N(Cc4ccc(Cl)cc4)C3=O)cc2)CC1	-0.2%	-6.0%	17%	-3%	22%	18	72	34%	10%	-0.6%
COc1ccc(N2CCN(CC(=O)c3ccccc3)CC2)cc1	0.0%	1.6%	-3%	1%	13%	-0.9	89	-5%	-11%	0.0%
CCOC(=O)N1CCN(Cc2nc3cc(NC(=O)CC(C)C)ccc3n2CC)CC1	-0.1%	-1.4%	-8%	0%	6%	-0.1	45	6%	-13%	0.1%
O=c1[nH]c(C2CCN(S(=O)(=O)/C=C/c3ccccc3)CC2)nc2c1nnn2Cc1ccccc1	0.6%	4.1%	16%	2%	1%	6.6	56	-2%	-11%	0.3%
CCOC(=O)c1ccc(CC2SC(N)=NC2=O)cc1 (stereo not given)	0.0%	-4.3%	-4%	3%	·	-1.0	50	6%	-4%	0.2%[50 µM]
CCOc1ccc(N(CC(=O)NC2CCCCC2)S(=O)(=O)c2ccccc2)cc1	1.0%	-3.4%	-12%	17%	5%	-0.6	53	-1%	-33%	0.1%
CCn1c(COc2ccccc2)nnc1SCC(=O)Nc1cc(C)ccc1OC	-0.1%	-0.2%	8%	20%	6%	3.5	87	-5%	11%	2.3%
O=C(CNC(=O)c1nc[nH]c1C(=O)N1CCN(c2ccccc2)CC1)OCc1ccccc1	0.4%	-3.1%	10%	-17%[20 µM]	13%	-2.6	58	12%	12%	0.6%
COc1cc(F)ccc1S(=O)(=O)N1CCN(C23CC4CC(CC(C4)C2)C3)CC1	-0.2%	-5.6%	-6%	6%	6%	0.0	55	-3%	-27%	0.4%
O=C(CCC(=O)N(CC(=O)NC1CCCCC1)Cc1cccs1)Nc1ccccn1	-0.3%	0.8%	-10%	14%	5%	1.9	60	-5%	-7%	0.1%
Cc1ccc(C(=O)N/C(=C/c2cccs2)C(=O)N2CCCCC2)cc1	0.0%	12%	-4%	-6%	11%	-0.2	90	6%	-24%	0.1%
Cc1cccc(CNC(=O)CCCn2nc(C)c3c(C)n(-c4ccccc4)nc3c2=O)c1	0.0%	2.3%	-1%	-22%	8%	-1.1	52	11%	3%	-0.1%
N#Cc1ccc(NC(=O)COC(=O)CCNS(=O)(=O)c2ccccc2)cc1	0.5%	2.6%	5%	-40%	4%	1.4	51	25%	-15%	0.4%
(cont.)
SMILES	GPR55 beta-arrestin	KOR beta-arrestin-1	GPR55 antagonists	KOR beta-arrestin-2	MgcRacGAP inhibition	NTR1 ag	NTR1 ag cell count 20 µM	GPR35 arrestin U2OS	NOD1 inhibition	UTI89 phage lysis
COc1ccc(NC(=O)NCCCN2CCc3ccccc3C2)cc1	1.4%	0.0%	5%	-33%	-5%	-0.7	60	-4%	-17%	-1.5%
CC1CN(S(=O)(=O)c2cccc(C(=O)NCc3ccc4c(c3)OCO4)c2)CC(C)O1 (stereo not given)	-0.2%	-1.9%	7%	8%	7%	-3.4	95	11%	-11%	-0.8%
CC(=O)c1ccc(S(=O)(=O)Nc2cc3c(cc2C(C)=O)OCO3)cc1	-0.1%	0.7%	-2%	-19%	6%	-0.5	41	-1%	-39%	-1.6%
CCOc1ccccc1C1c2[nH]c3ccccc3c2C[C@H]2C(=O)N(C3CCN(Cc4ccccc4)CC3)CC(=O)N12 (stereo not given in full)	0.0%	-1.6%	-1%	-35%	·	6.1	89	-3%	-9%	0.3%[50 µM]
CC(=O)c1cccc(NC(=O)N2CCC(NC(=O)C3CCCCC3)CC2)c1	-0.1%	-2.4%	0%	8%	5%	22	44	13%	11%	0.1%
COc1ccc(NC(C)=O)cc1NC(=O)CN1CCN(C2c3ccccc3-c3ccccc32)CC1	-0.1%	13%	100%*	-33%	1%	16	48	48%	36%	11%
Cc1noc(NS(=O)(=O)c2ccc(NC(=O)CSc3nc4c(cc3C#N)CCCC4)cc2)c1C	-0.1%	3.3%	-9%	-3%	3%	5.1	71	-1%	-12%	3.0%
Cn1cc(C(=O)C(=O)N2CCOCC2)c2ccccc21	-0.1%	1.8%	17%	-9%	-2%	3.1	59	-9%	-39%	1.6%[50 µM]
COc1ccc(NC(=O)c2cc3c(-c4ccc(OC)c(OC)c4)nn(C)c3s2)cc1OC	-0.1%	2.7%	-13%	-78%	13%	5.8	87	-9%	31%	-0.1%
CCOC(=O)C1CCCN(C/C=C/c2ccccc2)C1 (stereo not given)	0.5%	-1.9%	-8%	-17%[20 µM]	28%	-0.6	59	-4%	-28%	0.2%
Cc1ccc(S(=O)(=O)CC(=O)Nc2nnc(C(C)C)s2)cc1	-0.2%	0.9%	2%	-8%	2%	0.2	51	4%	-12%	0.2%
O=c1c2c(c(-c3ccccc3)nn1Cc1ccccc1)CCCC2	-0.3%	-3.2%	3%	0%	7%	1.7	79	-3%	-6%	0.1%
CCCn1c(=O)c(C(=O)NCCc2ccc(OC)c(OC)c2)c(O)c2ccccc21	0.3%	-1.6%	2%	-10%	-7%	8.7	70	5%	46%	0.0%
O=C(Cn1ncc2c([nH]c3ccccc32)c1=O)NCC1CCN(Cc2ccccc2F)CC1	-0.3%	32%	13%	-9%	15%	0.1	53	3%	-12%	0.2%
Cc1ccc(CCC2C3=C(CCCC3=O)OC3=C2C(=O)CCC3)cc1	-0.2%	-3.4%	-1%	5%	-6%	0.1	48	-17%	3%	3.6%

11 successive compounds from above, quoted:
SMILES	GPR55 beta-arrestin	KOR beta-arrestin-1	GPR55 antagonists	KOR beta-arrestin-2	MgcRacGAP inhibition	NTR1 ag	NTR1 ag cell count 20 µM	GPR35 arrestin U2OS	NOD1 inhibition	UTI89 phage lysis
COc1ccc(NC(=O)NCCCN2CCc3ccccc3C2)cc1	1.4%	0.0%	5%	-33%	-5%	-0.7	60	-4%	-17%	-1.5%
CC1CN(S(=O)(=O)c2cccc(C(=O)NCc3ccc4c(c3)OCO4)c2)CC(C)O1 (stereo not given)	-0.2%	-1.9%	7%	8%	7%	-3.4	95	11%	-11%	-0.8%
CC(=O)c1ccc(S(=O)(=O)Nc2cc3c(cc2C(C)=O)OCO3)cc1	-0.1%	0.7%	-2%	-19%	6%	-0.5	41	-1%	-39%	-1.6%
CCOc1ccccc1C1c2[nH]c3ccccc3c2C[C@H]2C(=O)N(C3CCN(Cc4ccccc4)CC3)CC(=O)N12 (stereo not given in full)	0.0%	-1.6%	-1%	-35%	·	6.1	89	-3%	-9%	0.3%[50 µM]
CC(=O)c1cccc(NC(=O)N2CCC(NC(=O)C3CCCCC3)CC2)c1	-0.1%	-2.4%	0%	8%	5%	22	44	13%	11%	0.1%
COc1ccc(NC(C)=O)cc1NC(=O)CN1CCN(C2c3ccccc3-c3ccccc32)CC1	-0.1%	13%	100%*	-33%	1%	16	48	48%	36%	11%
Cc1noc(NS(=O)(=O)c2ccc(NC(=O)CSc3nc4c(cc3C#N)CCCC4)cc2)c1C	-0.1%	3.3%	-9%	-3%	3%	5.1	71	-1%	-12%	3.0%
Cn1cc(C(=O)C(=O)N2CCOCC2)c2ccccc21	-0.1%	1.8%	17%	-9%	-2%	3.1	59	-9%	-39%	1.6%[50 µM]
COc1ccc(NC(=O)c2cc3c(-c4ccc(OC)c(OC)c4)nn(C)c3s2)cc1OC	-0.1%	2.7%	-13%	-78%	13%	5.8	87	-9%	31%	-0.1%
CCOC(=O)C1CCCN(C/C=C/c2ccccc2)C1 (stereo not given)	0.5%	-1.9%	-8%	-17%[20 µM]	28%	-0.6	59	-4%	-28%	0.2%
Cc1ccc(S(=O)(=O)CC(=O)Nc2nnc(C(C)C)s2)cc1	-0.2%	0.9%	2%	-8%	2%	0.2	51	4%	-12%	0.2%
